Screens from PubChem BioAssay.
SR-BI HDL uptake = blocks mouse SR-BI lipid uptake from DiI-HDL; ldlA[mSR-BI] CHO cells, DiI-HDL uptake fluorescence, 3 h; inhibition, % at 12.5 µM; 320,000 compounds, 0.96% hits; AID 488896;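 active means mean replicate inhibition of at least 70% and a set share of replicates each scoring 70 or more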;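 further: 0% = median of neutral control wells and 100% = median of positive control wells; values of inactives mirror those of a sister screen read the other way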
Target sequence (Q61009 whole entry, looked up): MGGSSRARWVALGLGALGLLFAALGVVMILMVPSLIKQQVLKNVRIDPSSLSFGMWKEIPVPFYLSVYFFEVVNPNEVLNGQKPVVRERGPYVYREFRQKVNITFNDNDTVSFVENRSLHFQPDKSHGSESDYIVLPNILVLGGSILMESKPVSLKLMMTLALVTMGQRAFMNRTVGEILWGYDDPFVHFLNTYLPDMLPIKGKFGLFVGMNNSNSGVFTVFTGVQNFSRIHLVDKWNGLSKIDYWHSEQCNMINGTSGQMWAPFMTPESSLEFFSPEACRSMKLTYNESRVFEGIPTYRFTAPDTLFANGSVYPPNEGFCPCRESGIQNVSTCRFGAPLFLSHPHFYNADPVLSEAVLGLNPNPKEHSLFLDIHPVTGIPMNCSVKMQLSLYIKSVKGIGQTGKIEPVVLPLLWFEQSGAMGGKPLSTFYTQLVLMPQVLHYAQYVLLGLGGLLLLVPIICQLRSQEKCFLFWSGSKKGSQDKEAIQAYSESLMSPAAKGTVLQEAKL
NSD2 inh = inhibitors of human histone methyltransferase NSD2. NSD2 peptide methylation, AlphaScreen, 120 min. 310,000 compounds, 0.54% hits. O96028. inhibition, % at 12.5 µM; in the data active means inhibition above about 50%
RTF Ca sens inh = cardiac RTF calcium desensitization; P19429+P45379; IANBD-labeled cardiac RTF, Ca2+ fluorescence; inhibition, % at 7.15 µM; 340,000 compounds, 0.12% hits;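 active means inhibition above the mean inhibition of all tested compounds plus 3 SD, cut at about 17% in these data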;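 further: assay run at fixed EC70 calcium of 1.6 mM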
DAGLB inh = blocks human DAGLB lipase activity | AID 504411 | inhibition, % at 5.17 µM | Q8NCG7 | HEK293T DAGLB membrane lysate, EnzChek fluorogenic substrate | 340,000 compounds, 0.059% hits; in the data active means inhibition above about 34%;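 further: 0% = enzyme with vehicle and 100% = wells lacking enzyme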
PKA-R2B activ = activates the human PKA-R2B holoenzyme complex. 340,000 compounds, 0.079% hits. AID 504700. activation, % at 11.4 µM. P22694+P31323. PKA-R2B holoenzyme dissociation, Cy5-IP20 fluorescence polarization; R2B truncated from residue 108, S112A mutant; 0% DMSO only, 100% 113 µM cGMP;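 active means activation above a cutoff set at the mean over all compounds plus 3 SD, cut at about 18% in these data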;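 further: higher means more holoenzyme dissociation and a rise in polarization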
Target sequence (P31323 whole entry, looked up, other chains not shown, the tested form may be a part): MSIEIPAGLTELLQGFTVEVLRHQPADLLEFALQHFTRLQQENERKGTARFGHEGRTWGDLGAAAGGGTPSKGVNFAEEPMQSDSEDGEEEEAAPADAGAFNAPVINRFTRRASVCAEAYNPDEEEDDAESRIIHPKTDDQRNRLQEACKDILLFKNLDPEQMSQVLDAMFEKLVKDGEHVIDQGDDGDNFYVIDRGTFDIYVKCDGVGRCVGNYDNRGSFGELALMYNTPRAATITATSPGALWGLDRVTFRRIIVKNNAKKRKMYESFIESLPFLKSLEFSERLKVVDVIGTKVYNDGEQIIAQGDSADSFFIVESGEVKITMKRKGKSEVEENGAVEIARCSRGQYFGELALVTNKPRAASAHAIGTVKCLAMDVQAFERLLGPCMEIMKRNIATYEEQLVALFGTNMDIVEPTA
Keap1 Nrf2 FP = Keap1-Nrf2 (human) interaction inhibition | Keap1 Kelch-Nrf2 peptide fluorescence polarization, 1536-well | inhibition, % at 9.4 µM | 340,000 compounds, 0.15% hits | AID 504523; in the data active means inhibition above about 12%;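 further: human Keap1 Kelch domain with fluorescein labeled Nrf2 9mer peptide probe; 0% = neutral control wells and 100% = peptide positive control; higher means more block of Keap1 binding to Nrf2 peptide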
C-LANA FP = KSHV C-LANA DNA binding inhibition. inhibition, % at 9 µM. 340,000 compounds, 0.078% hits. MBP-C-LANA/FAM-LBS DNA binding, fluorescence polarization;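 active means highest replicate inhibition at or above 60% at 9 µM, even if other replicates fall short; inactive means all replicates below 60% inhibition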;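 further: 0% = neutral control wells and 100% = 4 µM acridine orange control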
PvdQ acylase = P. aeruginosa PvdQ acylase inhibition | 340,000 compounds, 0.063% hits | AID 488965 | inhibition, % at 10 µM | purified PvdQ acylase, fluorescence plate reader; in the data active means inhibition above about 30%, passing the limit was not always enough;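 further: 0% = vehicle neutral wells and 100% = reference inhibitor wells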
SR-BI DiI-HDL act = enhances SR-BI lipid uptake from DiI-HDL. CHO ldlA[mSR-BI] cells, DiI-HDL uptake fluorescence, 3 h; 100 = double the neutral-control signal. activation, % at 12.5 µM. 320,000 compounds, 0.096% hits;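 active means mean replicate activation of at least 60% and every replicate at or above 60%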;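 further: 0% = median plate neutral-control signal and 100% = twice that signal; values of inactives mirror those of a sister screen read the other way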
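Assay system: CHO ldlA[mSR-BI] cells, LDL receptor-null, SR-BI overexpressing; medium: Ham's F12 with 0.5% BSA, HEPES 25 mM, pH 7.4; also added: DiI-HDL 10 µg/mL; timing: 3 h uptake period with compound, 37 °C; signal: DiI fluorescence, bottom read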
Arrestin-AP2 inh = inhibitors of human beta-arrestin and AP2 interaction | inhibition, % at 10 µM | 340,000 compounds, 0.31% hits | AID 504490 | FITC-arrestin peptide / GST-AP2 beads, flow cytometry; AP2 beta2 appendage carries R879A mutation;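 active means inhibition above a set limit, near 3 SD of compounds lacking own fluorescence, cut at about 54% in these data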;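 further: plate controls were DMSO wells for no effect and 5 µM unlabelled arrestin peptide for full effect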
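System: GST-AP2 R879A bound to glutathione beads, E. coli-expressed. Also added: 50 nM FITC-arrestin peptide. Schedule: compound with beads 12 min RT, then probe 1 h RT. Signal: bead flow cytometry, FITC channel. Read-out basis: percent response.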
Starred values were filed as active, the others as inactive; . = not tested or not shown.

Start of the listing, in advance (eleven entries):
SMILES	SR-BI HDL uptake	NSD2 inh	RTF Ca sens inh	DAGLB inh	PKA-R2B activ	Keap1 Nrf2 FP	C-LANA FP	PvdQ acylase	SR-BI DiI-HDL act	Arrestin-AP2 inh
Nc1c(C(=O)CSc2n[nH]c(-c3ccccc3)n2)c(=O)[nH]c(=O)n1C1CC1	-14	1	-18	-1	4	5	-0.9	17	14	18
OCCN(Cc1ccccc1)CC1CCCCC1	-21	8	4	-1	-5	-3	-0.2	-12	21	-4
CC(C)CN(C(=O)Cn1c(C(F)(F)F)nc2ccccc21)C1CCS(=O)(=O)C1 (configuration not stated)	-19	-2	-10	1	1	-3	0.1	-8	19	4
CCc1ccc(OCCSc2nc3ccccc3n2CC(=O)O)cc1	-20	-2	-7	2	2	-3	-0.5	-21	20	10
COc1cccc(C(=O)Nc2cccc(NC(=O)c3cccs3)c2)c1	30	-1	1	0	-3	-1	1.2	-5	-30	-6
CCOc1ccc(S(=O)(=O)N2CCN(C(=O)c3cc(-c4ccccc4)nn3-c3ccccc3)CC2)cc1	4	2	-23	-1	-16	0	-1.2	0	-4	-1
O=c1[nH]c2ccccc2nc1/C=C/c1ccccc1	14	-5	-4	-2	-3	-4	3.2	-18	-14	13
COC(=O)c1ccccc1NC(=O)Nc1nnc(N2CCC(C)CC2)s1	4	.	-10	-2	13	0	-0.7	-11	-4	3
Cc1ccc(C(=O)C(C)OC(=O)CNS(=O)(=O)c2ccc(C)cc2)cc1 (configuration not stated)	-30	-1	5	-3	1	0	1.0	-2	30	-9
CCOC(=O)c1c(NC(=O)COC(=O)Cn2c(C)nc3ccccc32)sc2c1CCCC2	17	1	-13	-4	-2	-2	-0.4	-10	-17	8
C#CCn1cccc(C(=O)Nc2ccc(OC)cc2)c1=O	-14	-4	-1	2	-3	-4	-4.2	1	14	-5

The whole of this part, from the start:
SMILES	SR-BI HDL uptake	NSD2 inh	RTF Ca sens inh	DAGLB inh	PKA-R2B activ	Keap1 Nrf2 FP	C-LANA FP	PvdQ acylase	SR-BI DiI-HDL act	Arrestin-AP2 inh
Nc1c(C(=O)CSc2n[nH]c(-c3ccccc3)n2)c(=O)[nH]c(=O)n1C1CC1	-14	1	-18	-1	4	5	-0.9	17	14	18
OCCN(Cc1ccccc1)CC1CCCCC1	-21	8	4	-1	-5	-3	-0.2	-12	21	-4
CC(C)CN(C(=O)Cn1c(C(F)(F)F)nc2ccccc21)C1CCS(=O)(=O)C1 (configuration not stated)	-19	-2	-10	1	1	-3	0.1	-8	19	4
CCc1ccc(OCCSc2nc3ccccc3n2CC(=O)O)cc1	-20	-2	-7	2	2	-3	-0.5	-21	20	10
COc1cccc(C(=O)Nc2cccc(NC(=O)c3cccs3)c2)c1	30	-1	1	0	-3	-1	1.2	-5	-30	-6
CCOc1ccc(S(=O)(=O)N2CCN(C(=O)c3cc(-c4ccccc4)nn3-c3ccccc3)CC2)cc1	4	2	-23	-1	-16	0	-1.2	0	-4	-1
O=c1[nH]c2ccccc2nc1/C=C/c1ccccc1	14	-5	-4	-2	-3	-4	3.2	-18	-14	13
COC(=O)c1ccccc1NC(=O)Nc1nnc(N2CCC(C)CC2)s1	4	.	-10	-2	13	0	-0.7	-11	-4	3
Cc1ccc(C(=O)C(C)OC(=O)CNS(=O)(=O)c2ccc(C)cc2)cc1 (configuration not stated)	-30	-1	5	-3	1	0	1.0	-2	30	-9
CCOC(=O)c1c(NC(=O)COC(=O)Cn2c(C)nc3ccccc32)sc2c1CCCC2	17	1	-13	-4	-2	-2	-0.4	-10	-17	8
C#CCn1cccc(C(=O)Nc2ccc(OC)cc2)c1=O	-14	-4	-1	2	-3	-4	-4.2	1	14	-5
COc1ccc(NC(=O)n2ncc3cc(Cl)ccc32)cc1OC	-17	-4	-11	-2	12	-2	0.1	-12	17	-6
CC(=O)CC(CC(=O)NC1CCCCC1)c1ccccc1 (configuration not stated)	-4	-4	1	1	-3	0	-1.4	-6	4	0
O=S(=O)(c1cc(F)ccc1F)N1CCN(c2ccccn2)CC1	11	0	-8	1	10	2	-1.0	-13	-11	-10
CC(=O)c1cccc(NC(=O)C2C3C=CC(C3)C2C(=O)O)c1 (configuration not stated)	6	-3	5	2	-14	-2	1.6	-17	-6	-21
O=c1c2c3c(sc2n2cnnc2n1Cc1ccccc1)CN(Cc1ccccc1)CC3	-36	.	0	4	-16	-4	0.8	-12	36	-1
CC(C)CN(C(=O)c1ccc(S(=O)(=O)N2CCCC2)cc1)C1CCS(=O)(=O)C1 (configuration not stated)	0	4	0	-5	-5	1	-0.8	5	0	55*
O=C(O)c1ccc(CSc2nnc(-c3ccncc3)n2-c2ccc(Cl)cc2)cc1	-4	-1	11	1	1	-5	-0.8	1	4	8
Cc1nn(Cc2ccccc2Cl)c(C)c1N	-19	0	-2	1	6	2	-0.1	0	19	18
C=CC[C@@H](CC(=O)N(CCO)Cc1ccccc1)C(=O)N[C@H](COC(=O)[C@@H](CC=C)Cc1ccc(F)cc1)c1ccccc1	26	.	-13	-1	5	2	0.1	-8	-26	25
Cc1ccc(S(=O)(=O)N2CCOCC2)cc1C(=O)NC1CCCC(C)C1C (configuration not stated)	-11	-4	11	-1	8	-3	-1.4	0	11	35
COc1ccc(CCNC(=O)c2cc(-c3ccc(C)c(C)c3O)n[nH]2)cc1OC	54	-2	6	-1	-1	6	0.4	-18	-54	-4
CSc1ccc(/C=N/n2c(C3CCCCC3)n[nH]c2=S)cc1	13	8	3	-4	-4	-5	-1.8	-3	-13	4
CCn1cc(C(=O)N2CCCC(N3CCN(c4ccccc4C)CC3)C2)cn1 (configuration not stated)	-15	.	-15	6	-2	1	0.3	-7	15	35
COc1ccc(C(=O)NC2CCN(C(=O)Nc3ccccc3Cl)CC2)cc1	33	-3	-13	2	5	4	0.8	9	-33	20
COc1ccc(CC(=O)NCc2n[nH]c(=S)n2C)cc1	1	-4	-5	1	4	.	.	-17	-1	-23
CC(C)[C@H]1C(=O)Nc2ccccc2N1C(=O)N[C@@H](Cc1ccccc1)C(=O)N[C@@H](C(=O)O)c1ccccc1	-9	.	1	3	-4	3	1.5	7	9	29
CC(=O)Nc1ccc(C(=O)Nc2cc(S(=O)(=O)N3CCOCC3)ccc2N2CCOCC2)cc1	-8	.	-7	1	4	-4	1.7	-5	8	0
N#CCC(=O)N/N=C/c1ccc(SCC(=O)Nc2ccccc2)o1	-2	2	-17	0	1	-4	2.7	-11	2	0
O=c1nc2ccccc2c2n1CC(CN1CCN(Cc3ccccc3)CC1)N2 (configuration not stated)	-12	-4	-7	-2	9	-1	1.9	-17	12	2
O=C(Cc1ccccc1)Nc1nc2ccccc2s1	11	1	-3	0	-5	6	3.6	-1	-11	2
COc1ccc(S(=O)(=O)N=C2C=C(C)C(=O)C(C)=C2)cc1	-13	-1	3	5	-6	-6	-0.6	-13	13	6
CCC1CCCCN1S(=O)(=O)c1ccc(NC(=O)C2CCN(C(=O)c3ccco3)CC2)cc1 (configuration not stated)	43	8	4	-1	5	-4	-0.6	-10	-43	10
COc1ccc(C(=O)Nc2cccc(S(C)(=O)=O)c2)cc1	29	0	8	-2	-2	-2	0.9	-4	-29	7
O=C1C2CCCCC2C(=O)N1c1ccc(NC2CCCCC2)c([N+](=O)[O-])c1 (configuration not stated)	-6	4	-4	4	1	3	2.3	-4	6	.
Cc1ccc(Cn2cnc3ccccc32)cc1	-9	-2	-8	-2	13	0	1.3	-3	9	6
CC(C)c1nc2oc3c(=O)[nH]cnc3c2c2c1COC(C)(C)C2	26	-1	4	1	-9	-2	-1.6	-10	-26	-8
CNS(=O)(=O)c1cccc(C(=O)OCC(=O)N2CC(C)OC(C)C2)c1 (configuration not stated)	-8	-2	4	3	-3	-3	0.1	-13	8	3
O=C(NC(C(=O)c1ccccc1)N1CCCCC1)c1ccccc1 (configuration not stated)	-9	-5	-7	-1	8	-10	16	7	9	8
Cc1ccc(C(=O)CN(CCC(=O)O)S(=O)(=O)c2ccc([N+](=O)[O-])cc2)cc1	-11	.	9	0	-11	-5	2.5	-11	11	-3
C=CCn1c(-c2cccc3ccccc23)n[nH]c1=S	-11	4	-2	-2	-3	-5	2.5	-11	11	-6
CCCCOc1ccc(C(O)(CC)CCN2CCOCC2)cc1 (configuration not stated)	-8	-3	-4	2	0	3	3.2	-11	8	-5
COCCNC(=O)CCc1c(C)nc2nc(-c3cc(OC)cc(OC)c3)nn2c1C	5	1	-8	-1	1	-4	-0.3	-8	-5	3
Cc1ccc(CSCCNC(=O)c2ccc(N(C)S(=O)(=O)c3ccccc3)cc2)cc1	19	-1	4	-6	-10	-6	-1.0	-21	-19	3
COc1ccc(C(CNC(=O)c2cccc(S(=O)(=O)N3CCCC3)c2)N2CCCC2)cc1 (configuration not stated)	-19	.	-6	0	-1	-7	-2.9	-17	19	-7
CCc1ccc2[nH]c(C(=O)Nc3ccc(F)cc3Br)cc2c1	10	-1	-9	-7	2	0	-1.5	-5	-10	8
O=C(NC(Cc1ccccc1)C(=O)O)c1ccc(S(=O)(=O)N2CCOCC2)cc1 (configuration not stated)	-32	-4	-1	0	-3	-4	2.9	-11	32	-5
O=C(NCc1cccnc1)C1CCC(CNS(=O)(=O)c2ccc(Cl)cc2)CC1 (configuration not stated)	-10	1	0	0	-7	5	-0.1	-6	10	-2
Cc1ccc(N(C(C)C(=O)O)S(=O)(=O)c2c(C)n[nH]c2C)cc1 (configuration not stated)	-14	2	2	-1	2	-1	1.1	3	14	9
COc1ccc(-c2cc(=O)oc3cc(OC(C)C(=O)Nc4ccc(CN5CCOCC5)cc4)ccc23)cc1 (configuration not stated)	60	-3	-9	-2	-1	-5	-1.6	5	-60	20
COc1ccc(Nc2nc3ccccc3c(=O)s2)c(OC)c1	-3	-1	-4	-1	-6	-4	-2.7	-11	3	5
Cc1cc(NCCN(C)C)n2nc(-c3cccs3)cc2n1	9	-3	1	1	-1	4	1.9	-13	-9	-6
